Assay outcomes as filed in PubChem.
MBNL1 CUG block: inhibitors of human MBNL1 binding to CUG repeat RNA; 280,000 tested, 0.036% active; AID 2675; Q9NR56; TR-FRET MBNL1-His/biotin-(CUG)12 binding, 665/545 ratio; Potency, µM (top dose mostly 57.5 µM), inactives show at the highest dose activity change, negative = inhibition, hits mostly inhibitors; active = well fitted inhibition curve with a large enough effect in the signal ratio, with a control signal flat, not every such curve was filed as active; inconclusive = small, poorly fitted or top-dose-only effect, or effect the other way, or a change in a side signal; inactive = no such curve, though single readings can be large or run the other way; the % refers to the signal ratio; also: potency is read from the fitted curve at half-maximal effect; % is scaled to controls: 0 for no effect and ±100 for the full control effect
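Ratiometric TR-FRET (665 over 545 nm, excitation 340 nm) tracks disruption of MBNL1-His/biotin-(CUG)12 complex after 60 min at room temperature, with compounds at 92 nM to 58 uM final.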
Menin-MLL TR inh: inhibitors of human menin-MLL interaction, mutant MLL peptide. Menin + Texas Red MLL mutant peptide, fluorescence polarization. Potency, µM (series often up to 61.6 µM), inactives show top-dose FP activity change, negative = inhibition, most hits filed as inhibitors. 270,000 tested, 0.23% active; active = well fitted inhibition curve with a large enough effect in the polarisation, with a control signal flat, not every such curve was filed as active; inconclusive = small, poorly fitted or top-dose-only effect, or effect the other way, or a change in a side signal; inactive = no such curve, though single readings can be large or run the other way; the % refers to the polarisation; also: potency is read from the fitted curve at half-maximal effect; % of control where 0% means no effect; many of its hits are not listed in these tables
ELG1 repair inh: inhibitors of ELG1-dependent DNA repair in HEK293T cells; HEK293T ELG1-luciferase reporter, luminescence, 16 h; DNA damage induced by 5-fluorouridine; Potency, µM (top dose mostly 46.1 µM), for the others: at the top dose activity change, negative = inhibition, actives largely listed as inhibitors; 330,000 tested, 2.3% active; also: potency is read from the fitted curve at half-maximal effect; % is scaled to controls: 0 for no effect and ±100 for the full control effect; nearly all actives have a fitted effect of over 55% in size
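Quantitative HTS, concentration-response format. 2,000 cells/well co-treated with 5-fluorouridine and compound, 16 hr in 5% CO2 at 37 °C; ONE-Glo luminescence read after 30 min.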
Mito fusion yeast: mitochondrial division inhibition or fusion activation. S. cerevisiae fusion-defective mutant growth rescue, CellTiterGlo 48 h. Potency, µM (titrated, usually from 46.1 µM), without a hit: top-dose growth rescue (activation), actives largely listed as activators. 320,000 tested, 0.23% active. AID 485298;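 also: potency is read from the fitted curve at half-maximal effect; % of control where 0% means no effect; nearly all actives have a fitted effect of over 45% in size; temperature-sensitive fusion mutants such as fzo1-1 at 37 °C on non-fermentable ethanol glycerol medium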
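Read-out: ATP-based luminescence (CellTiterGlo, 10 min ambient) reporting growth of fusion-defective ts yeast after 48 hours at 37C on glycerol/ethanol YPEG medium in the presence of compound.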
FLuc modulator: counter-screen for miR-21 project: firefly luciferase inhibitors or activators; 360,000 tested, 6.9% active; purified FLuc, Km substrates, luminescence inhibition; P08659; Potency, µM (titrated, usually from 57.5 µM), without a hit: at the highest dose activity change, negative = inhibition, hits mostly inhibitors;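 also: potency is read from the fitted curve at half-maximal effect; plate controls were vehicle for no effect and reference inhibitor for full effect; nearly all actives have a fitted effect of over 55% in size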
Target sequence (P08659 whole entry, looked up): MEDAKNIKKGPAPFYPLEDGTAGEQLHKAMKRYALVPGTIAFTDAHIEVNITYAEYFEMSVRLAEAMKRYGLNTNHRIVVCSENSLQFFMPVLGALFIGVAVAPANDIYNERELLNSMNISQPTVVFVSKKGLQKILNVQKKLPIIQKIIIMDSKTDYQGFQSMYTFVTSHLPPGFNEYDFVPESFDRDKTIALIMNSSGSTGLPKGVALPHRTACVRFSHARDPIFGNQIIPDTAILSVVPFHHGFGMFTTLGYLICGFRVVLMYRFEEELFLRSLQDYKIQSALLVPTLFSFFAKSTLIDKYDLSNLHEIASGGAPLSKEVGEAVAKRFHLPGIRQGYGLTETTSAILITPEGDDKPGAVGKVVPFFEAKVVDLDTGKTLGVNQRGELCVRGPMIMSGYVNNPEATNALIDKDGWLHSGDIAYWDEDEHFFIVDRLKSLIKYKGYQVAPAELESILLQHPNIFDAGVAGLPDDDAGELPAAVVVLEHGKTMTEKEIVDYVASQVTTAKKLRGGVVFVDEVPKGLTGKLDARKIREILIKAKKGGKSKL
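Biochemical qHTS of compounds, final roughly 60 µM downward over six points, against 10 nM purified firefly luciferase using Km concentrations of substrates (10 uM D-luciferin, 10 uM ATP) in Tris acetate pH 7.5 buffer; luminescence output.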
PKM2 activator: increases activity of human pyruvate kinase M2; P14618; purified PKM2, Kinase-Glo ATP luminescence, activation; response scale: 0% is enzyme alone, no compound; Potency, µM (series often up to 57.5 µM), inactives show top-dose activation, actives largely listed as activators; 260,000 tested, 0.34% active; also: potency is read from the fitted curve at half-maximal effect; % is scaled to controls: 0 for no effect and ±100 for the full control effect; nearly all actives have a fitted effect of over 55% in size
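Purified hPK-M2 (>95%) run at intermediate activity with 0.1 mM ADP and 0.5 mM PEP in 50 mM imidazole pH 7.2, KCl, MgCl2; 1 h room temperature. ATP formed read by Kinase-Glo luminescence; normalized to uninhibited and no-enzyme controls.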
VP16 counter: inhibits Gal4-VP16 luciferase reporter, ROR gamma counter-screen; 310,000 tested, 3.5% active; Potency, µM (series often up to 53.6 µM), for inactives: at the top dose activity, negative = inhibition, most hits filed as inhibitors; Drosophila S2 Gal4-VP16 UAS-luciferase, luminescence, 20 h; AID 2546;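 also: Gal4-VP16 expression switched on by copper sulfate through the metallothionein promoter; potency is read from the fitted curve at half-maximal effect; % is scaled to controls: 0 for no effect and ±100 for the full control effect; nearly all actives have a fitted effect of over 50% in size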
RORg inh: blocks mouse ROR gamma transcriptional activity | P51450 | Drosophila S2 Gal4-RORgamma UAS-luciferase reporter, 20 h | Potency, µM (highest dose often 53.6 µM), for inactives: at the top dose activity change, negative = inhibition, usual class: inhibitors | 310,000 tested, 5.4% active | AID 2551; also: potency is read from the fitted curve at half-maximal effect; % is scaled to controls: 0 for no effect and ±100 for the full control effect; nearly all actives have a fitted effect of over 60% in size
Target sequence (P51450 whole entry, looked up, the tested form may be a part): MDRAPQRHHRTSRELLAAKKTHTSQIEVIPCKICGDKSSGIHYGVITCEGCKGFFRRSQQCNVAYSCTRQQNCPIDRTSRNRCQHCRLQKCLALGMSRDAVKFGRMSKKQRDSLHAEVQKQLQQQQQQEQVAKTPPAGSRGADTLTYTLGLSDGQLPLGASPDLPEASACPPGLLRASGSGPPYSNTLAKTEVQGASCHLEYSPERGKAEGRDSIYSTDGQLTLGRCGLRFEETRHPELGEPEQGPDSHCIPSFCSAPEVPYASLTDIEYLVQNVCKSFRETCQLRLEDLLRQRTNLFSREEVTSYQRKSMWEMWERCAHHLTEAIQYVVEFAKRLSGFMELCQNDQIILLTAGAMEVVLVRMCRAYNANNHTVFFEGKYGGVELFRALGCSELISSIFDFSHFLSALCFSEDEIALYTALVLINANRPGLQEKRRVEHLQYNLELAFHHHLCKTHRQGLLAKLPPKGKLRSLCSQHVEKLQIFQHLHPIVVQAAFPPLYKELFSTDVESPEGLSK
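In this cell-based reporter format, copper sulfate (700 uM final) drives Gal4–ROR gamma fusion expression from a metallothionein promoter in Drosophila Schneider cells; compounds preincubated 1 hr, reporter read after 20 hr at ambient temperature.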
Rab9 promoter act: Rab9 promoter activation | 320,000 tested, 2.8% active | Potency, µM (highest dose often 9.22 µM), without a hit: at the highest dose activation, negative = inhibition, hits mostly activators | Huh7 Rab9 promoter-luciferase reporter, luminescence, 24 h; also: potency is read from the fitted curve at half-maximal effect; % of control where 0% means no effect; nearly all actives have a fitted effect of over 60% in size
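Luciferase signal after 10 min detection reagent at ambient indicates Rab9 promoter upregulation; stably transfected Huh7 cells were treated 24 h with compound in DMSO at 37 °C, 5% CO2.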
KCNH2 3.1 inh: blocks the human KCNH2 3.1 channel isoform. U2OS KCNH2 3.1, thallium flux FluxOr; hits give low values. activity change, % (tested at about 1.8 µM). 340,000 tested, 0.95% active;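 active = maximum activity change below -70%; inconclusive = maximum activity change from -70% to -50%; inactive = maximum activity change above -50%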;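 also: thallium influx rate constant from kinetic fluorescence after stimulation buffer; % is scaled to controls: 0 for no effect and ±100 for the full control effect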
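Kinetic fluorescence (2 min after stimulation buffer) measures Tl+ influx through KCNH2 3.1 expressed by viral transduction in U2OS cells; the rate constant is normalized against DMSO controls serving as positive and negative references.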
NPC1 promoter act: activates the NPC1 promoter. Potency, µM (doses to about 9.22 µM), for the others: at the top dose activation, most hits filed as activators. Huh7 NPC1 promoter luciferase reporter, 24 h. 320,000 tested, 2.4% active;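 also: potency is read from the fitted curve at half-maximal effect; % of control where 0% means no effect; nearly all actives have a fitted effect of over 60% in size; reporter is driven by a mutant NPC1 promoter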
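Huh7 reporter cells (NPC1 promoter driving luciferase) are dosed with compound for 24 h at 37 °C, 5% CO2; luciferase detection reagent is then added and luminescence measured after 10 min at ambient temperature.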
An asterisk follows results filed as active; ? = inconclusive; . = not tested or not shown; [ ] = remark or other dose. Unless noted, calls follow the shape of the dose curve; as a rule, active = well fitted curve in the direction sought with a large enough effect; inconclusive = small, poorly fitted or top-dose-only effect, or another doubt; inactive = no such curve, though single readings can be large; an effect the other way counts as inactive or inconclusive. These rows are one share of the data; count on the stated rates, not on these rows.

SMILES	MBNL1 CUG block	Menin-MLL TR inh	ELG1 repair inh	Mito fusion yeast	FLuc modulator	PKM2 activator	VP16 counter	RORg inh	Rab9 promoter act	KCNH2 3.1 inh	NPC1 promoter act
Cc1ccccc1-c1nc(CN2CCCC2c2ccc(F)cc2)c(C)o1 (stereo unspecified)	7%	?	-3%	1%	0%	0%	2%	-42%	-8%	-11	-2%
COC(=O)C(Cc1ccc(O)cc1)NC(=O)CCNC(=O)c1ccco1 (stereo unspecified)	-1%	-19%	-7%	-5%	0%	.	-12%	-13%	-3%	-13	-1%
O=C(Nc1ccc2c(c1)OCCO2)NC12CC3CC(CC(C3)C1)C2	1%	34%[activator]	?	-4%	6µM*	-6%	-29%	16%	1.3µM*	-3	2.5µM*
Cc1ccc(C2=NN(S(=O)(=O)c3ccccc3)C(c3ccco3)C2)cc1 (stereo unspecified)	.	.	-1%	?	1%	.	.	.	-12%	4	-5%
COCCNC(=S)N=Nc1c(O)[nH]c2c(C)cc(C)cc12	11%	15%	5%	-5%	-2%	1%	7.9µM*	2.2µM*	-3%	8	2%
Cc1ccc(CN2[C@@H](c3ccccc3)COCCS2(=O)=O)cc1	-20%	-22%	4%	0%	2%	1%	3%	-9%	-4%	-11	-4%
COc1cccc(COC(=O)CCNC(=O)c2ccc(Br)cc2)c1OC	.	.	12%	2%	4%	.	.	.	-3%	4	0%
COc1ccc(CCN2C(=S)N(c3ccc(Cl)cc3)C(=O)C2CC(N)=O)cc1OC (stereo unspecified)	.	.	?	-3%	2%	8%	-3%	28%	1%	1	0%
COCCn1c(SCC(=O)Nc2ccc(OC)cc2)nnc1-c1ccoc1C	-3%	.	?	-2%	1%	.	16%	22%	0%	28	-3%
O=C(N/N=C/c1ccc(Cl)s1)C(O)c1ccccc1 (stereo unspecified)	?	17%	19%	-2%	-12%	0%[11.5 µM]	?	?	11%	11	-2%
Cc1ccc(-c2nn(-c3ccccc3)cc2C(=O)NCC(c2cccs2)N2CCOCC2)cc1 (stereo unspecified)	.	.	-21%	24%	-6%	.	.	.	0%	-15	3%
N#C/C(=C\c1ccc(OC(=O)c2ccccn2)cc1)C(N)=O	23%	-13%	?	-7%	-14%	-3%	1%	8%	-5%	-25	2%
CCOc1ccc(N2CC(C(=O)Nc3nnc(C4CCCCC4)s3)CC2=O)cc1 (stereo unspecified)	1%	-15%	-4%	-4%	1%	.	6%	-3%	-3%	7	1%
O=C(Cc1cccc(C(F)(F)F)c1)OCN1C(=O)c2ccccc2C1=O	3%	23%	3%	0%	0%	2%	3%	4%	-4%	3	1%
Cn1c(=NC(=O)c2cnccn2)sc2ccccc21	14%	3%	?	4%	4.8µM*	-17%	?	?	?	7	2µM*
O=C(CSc1nnc2ccccn12)NCc1ccc2c(c1)OCO2	-1%	-3%	14%	-1%	7%	0%	-13%	-5%	-8%	9	-1%
O=C(OCc1c(Cl)nc2sccn12)c1cc2c(s1)CCCC2	5%	4%	14%	-1%	-15%	0%	5%	10%	15%	-6	11%
NC(=O)CCC(NS(=O)(=O)c1ccc(Cl)cc1)C(=O)NCc1ccccc1Cl (stereo unspecified)	.	0%	-1%	-5%	4%	-2%	6%	21%	-2%	1	0%
CCOC(=O)N1CCN(C(=O)CCn2c(=S)[nH]c3cc(OCC)c(OCC)cc3c2=O)CC1	-5%	4%	-7%	-1%	7%	5%	2%	-4%	1%	.	-1%
COc1cc(OC)cc(OCC(O)Cn2ccnc2C)c1 (stereo unspecified)	-4%	-13%	-17%	1%	-1%	1%	4%	-2%	-4%[1.84 µM]	13	0%
CSc1ccc(C(=O)C2CCCN(C(=O)c3cccnc3SC)C2)cc1 (stereo unspecified)	7%	3%	-18%	-1%	3%	2%	6%	37%	-7%	10	0%
CSCCC(NC(=O)COc1ccccc1)C(=O)N1CCN(c2ccccc2O)CC1 (stereo unspecified)	.	.	-5%	6%	7%	.	.	.	1%	-2	1%
COC(=O)CSc1nc(C)cc(C(F)(F)F)c1C#N	4%	7%	17%	7%	7%	3%	5%	-4%	-2%	-3	-4%
Cc1cc(OC(=O)c2cccc(F)c2)c([N+](=O)[O-])c(=O)[nH]1	-10%	.	8%	-1%	-1%	.	-9%	-7%	0%	40	0%
COc1cc(C(=O)N(CCN(C)C)CC2CCCN(Cc3ccccc3F)C2)ccc1C (stereo unspecified)	4%	-18%	1%	-3%	0%	4%	3%	-5%	0%	12	0%
FC(F)(F)c1cccc(Cc2noc(CN(Cc3ccccn3)CC3CCCO3)n2)c1 (stereo unspecified)	0%	.	?	0%	0%	-1%	-6%	-35%	0%	6	-2%
COc1cccc(NC(=O)CS(=O)(=O)c2cn(CC(=O)N3CCOCC3)c3ccccc23)c1	-22%	-18%	-8%	-6%	-3%	2%	-5%	10%	4%	4	0%
CC(=O)N1CCCC(C(=O)c2ccc(Oc3ccccc3)cc2)C1 (stereo unspecified)	8%	4%	11%	30%	?	0%	?	-3%	0%	-4	0%
CCOc1ccc(N=C2NC(=O)CS2)cc1	1%	1%	-6%	1%	12%	-4%	3%	-2%	-1%	-47	2%
CCOc1ccc2oc(C(=O)OCC(=O)N3C(C)CCCC3C)c(C)c2c1 (stereo unspecified)	.	.	?	14%	?	.	.	.	0%	6	8%
COCc1nnc(NC(=O)C2CCN(C(=O)c3ccco3)CC2)s1	-1%	1%	9%	4%	4%	-4%	10%	0%	-1%	10	-3%
COc1ccc(-n2c(C)cc(/C=C3\C(=N)N4N=C(CC(=O)N5CCOCC5)SC4=NC3=O)c2C)c(OC)c1	?	?	13%	?	?	0%	-11%	-41%	-10%	19	-2%
O=C(NC(=S)Nc1ccc(Br)c(Cl)c1)C1CC1	-1%	.	15%	2%	?	.	7.9µM*	4.5µM*	-1%	-4	-19%
Cc1nc([N+](=O)[O-])cn1CC(=O)c1ccccc1	0%	.	-6%	-3%	-1%	1%	-7%	2%	-2%	12	-3%
CC(NC(=O)CSc1nc2ccccc2n1C)c1ccccc1 (stereo unspecified)	-2%	-9%	0%	14%	4%	1%	-20%	-9%	-4%	-8	-4%
CC1Cc2ccccc2N1C(=O)CN(C)S(=O)(=O)c1cccc2cccnc12 (stereo unspecified)	15%	3%	?	-1%	-1%	-1%	1%	2%	-2%	-9	2%
COc1ccc(/C(O)=C2/C(=O)C(=O)N(CCN(C)C)C2c2cccnc2)cc1C (stereo unspecified)	16%	-23%	1%	-1%	0%	12%	-2%	-4%	-10%	-4	1%
COc1ccc(C(=O)[C@@H]2CC[C@](C)(C(=O)O)C2(C)C)cc1	.	.	17%	6%	-1%	.	.	.	1%	18	2%

Quoted at random: 3 entries already listed.
SMILES	MBNL1 CUG block	Menin-MLL TR inh	ELG1 repair inh	Mito fusion yeast	FLuc modulator	PKM2 activator	VP16 counter	RORg inh	Rab9 promoter act	KCNH2 3.1 inh	NPC1 promoter act
CSCCC(NC(=O)COc1ccccc1)C(=O)N1CCN(c2ccccc2O)CC1 (stereo unspecified)	.	.	-5%	6%	7%	.	.	.	1%	-2	1%
COc1ccc(C(=O)[C@@H]2CC[C@](C)(C(=O)O)C2(C)C)cc1	.	.	17%	6%	-1%	.	.	.	1%	18	2%
O=C(NC(=S)Nc1ccc(Br)c(Cl)c1)C1CC1	-1%	.	15%	2%	?	.	7.9µM*	4.5µM*	-1%	-4	-19%

Entries from the list above that have a cyano group:
SMILES	MBNL1 CUG block	Menin-MLL TR inh	ELG1 repair inh	Mito fusion yeast	FLuc modulator	PKM2 activator	VP16 counter	RORg inh	Rab9 promoter act	KCNH2 3.1 inh	NPC1 promoter act
N#C/C(=C\c1ccc(OC(=O)c2ccccn2)cc1)C(N)=O	23%	-13%	?	-7%	-14%	-3%	1%	8%	-5%	-25	2%
COC(=O)CSc1nc(C)cc(C(F)(F)F)c1C#N	4%	7%	17%	7%	7%	3%	5%	-4%	-2%	-3	-4%
